Compound activity deposited in PubChem BioAssay by several laboratories.
LMPTP block = LMPTP (human) inhibition | inhibition, % at 20 µM | hit rate 0.22% among 360,000 | recombinant LMPTP-A, OMFP fluorogenic substrate, fluorescence intensity | AID 651560 | P24666;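 active = compounds that cut the enzyme signal by at least half of the control window in the single-dose screen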;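 note: plate controls were DMSO wells with enzyme plus substrate for no effect and substrate without enzyme for full effect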
Target sequence (P24666 whole entry, looked up): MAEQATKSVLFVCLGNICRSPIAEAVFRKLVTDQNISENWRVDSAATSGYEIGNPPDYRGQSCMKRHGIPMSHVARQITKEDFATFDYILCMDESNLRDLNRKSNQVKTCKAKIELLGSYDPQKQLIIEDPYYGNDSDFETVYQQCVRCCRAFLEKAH
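Assay system: LMPTP-A, protein tyrosine phosphatase of low molecular weight / Medium: pH 6.0 Bis-Tris buffer with DTT and Triton X-100 / Schedule: 50 min enzyme reaction at room temperature, protected from light / Measured by: endpoint fluorescence intensity from OMFP dephosphorylation / Read-out basis: % inhibition relative to no-enzyme and uninhibited control wells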
NadD block = NadD (S. aureus) enzyme inhibition; purified NadD enzyme, colorimetric absorbance read-out; inhibition, % at 20 µM; hit rate 0.78% among 360,000; AID 602399; in the data active = inhibition above about 26%; note: some compounds past the cut are filed as inactive
TbMetRS inhib = blocks T. brucei methionyl-tRNA synthetase activity; hit rate 0.4% among 360,000; purified T. brucei MetRS, ATP depletion, Kinase-Glo luminescence; AID 624268; inhibition, % at 11.9 µM;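 active = inhibition above a per-plate cutoff of the control wells' mean inhibition plus 3 SD, cut at about 5.5% in these data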;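 note: 0% = DMSO wells median and 100% = median of wells with control inhibitor compound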
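assay system = parasite MetRS enzyme | timing = 15 min preincubation, 2 h reaction, all 25 °C | evaluation = percent inhibition relative to median high and low control wells | medium = HEPES buffer containing pyrophosphatase, BSA, spermine, DTT | compound = single dose, 11.9 µM final nominal, 0.9% final DMSO | detection = Kinase-Glo luminescence, ATP depletion format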
SUMO1 PPI mod = alters human SUMO1 binding to SIM partners; P63165; SUMO1 binding to a labelled peptide, TR-FRET, 1 h; hit rate 0.33% among 360,000; inhibition, % at 20 µM; in the data active = inhibition above about 37%
MsrA inhibitor = inhibitors of bovine MsrA. purified bovine MsrA, absorbance read-out. inhibition, % at 15.5 µM. hit rate 0.75% among 360,000; in the data active = inhibition above about 4.5%;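 note: 0% = vehicle wells with enzyme and 100% = reference inhibitor wells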
CSN deneddyl inh = blocks human CSN-mediated cullin deneddylation | hit rate 0.38% among 360,000 | inhibition, % at 12.5 µM | Purified CSN, SCF-Nedd8-OG deneddylation, fluorescence polarization;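 active = pattern-corrected inhibition above about 35%, with an unprinted fluorescence ratio check between 0.5 and 1.5, limit read from the data, passing the limit was not always enough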;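 note: 0% = enzyme with substrate and 100% = substrate without enzyme; some results filed as inactive read as strong as hits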
Target sequence (Q92905 whole entry, looked up, one chain of several): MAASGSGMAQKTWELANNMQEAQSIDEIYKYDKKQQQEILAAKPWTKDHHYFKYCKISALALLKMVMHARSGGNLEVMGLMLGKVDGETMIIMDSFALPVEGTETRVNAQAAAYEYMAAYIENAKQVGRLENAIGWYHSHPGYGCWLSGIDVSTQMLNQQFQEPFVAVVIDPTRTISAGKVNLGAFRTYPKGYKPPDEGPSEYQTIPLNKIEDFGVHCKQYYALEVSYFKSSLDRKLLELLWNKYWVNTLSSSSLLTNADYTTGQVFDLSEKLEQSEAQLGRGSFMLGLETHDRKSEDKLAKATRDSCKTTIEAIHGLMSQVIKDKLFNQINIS
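Material: purified human Csn5 enzyme expressed in HEK293T cells / Medium: Tris buffer pH 7.5, NaCl, DTT, Tween-20, trehalose, ovalbumin / Compound dosing: 12.5 µM single point / Schedule: 90 min incubation of compound, enzyme and substrate at room temperature / Signal: fluorescence polarization of the substrate / Control set: no-enzyme wells high, enzyme-with-substrate wells low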
STEP block = STEP (human) phosphatase inhibition; P54829; recombinant STEP, OMFP fluorogenic substrate, fluorescence; inhibition, % at 20 µM; hit rate 0.25% among 360,000;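 active = inhibition at 20 µM, scaled per plate between control wells, above about 37%, limit read from the data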;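 note: 0% = DMSO with enzyme and substrate and 100% = substrate only without enzyme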
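material = STEP tyrosine phosphatase | reagent = fluorogenic phosphatase substrate OMFP at 25 µM final | doses = single compound dose of 20 µM, 1% DMSO final | schedule = 20 min reaction, room temperature, in the dark | measured by = fluorescence, 480/540 nm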
DNMT1 block = DNMT1 (human) enzyme inhibition; P26358; DNMT1 molecular beacon, Hinp1I cleavage, fluorescence; inhibition (reported as % activation of signal), % at 10 µM; hit rate 0.83% among 360,000; in the data active = inhibition above about 50%
Rpn11 inh = Rpn11 (human) deubiquitinase inhibition; O00487; human 26S proteasome, Ub4-pepOG fluorescence polarization; 20S core pre-blocked with epoxomicin; calls only at 20 µM; hit rate 0.59% among 360,000;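 active = inhibition at 20 µM, scaled to each plate's controls, above about 33%, limit read from the data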
Target sequence (O00487 whole entry, looked up): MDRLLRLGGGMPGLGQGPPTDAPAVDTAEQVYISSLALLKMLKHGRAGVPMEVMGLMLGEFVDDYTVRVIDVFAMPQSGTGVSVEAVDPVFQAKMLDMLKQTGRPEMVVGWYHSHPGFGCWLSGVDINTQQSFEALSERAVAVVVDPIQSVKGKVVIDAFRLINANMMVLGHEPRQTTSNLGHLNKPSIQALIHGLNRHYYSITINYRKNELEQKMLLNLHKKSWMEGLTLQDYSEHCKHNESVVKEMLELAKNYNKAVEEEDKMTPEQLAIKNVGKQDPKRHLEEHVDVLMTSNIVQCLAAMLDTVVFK
Scp-1 inhibitor = blocks human Scp-1 phosphatase activity; Q9GZU7; AID 493091; hit rate 0.88% among 340,000; Recombinant Scp1, phosphopeptide, malachite green phosphate absorbance; inhibition, % at 20 µM;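 active = inhibition above about 50% at 20 µM, limit read from the data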;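 note: plate controls were DMSO wells with enzyme for no effect and wells lacking enzyme for full effect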
Target sequence (Q9GZU7 76-261 limits assumed): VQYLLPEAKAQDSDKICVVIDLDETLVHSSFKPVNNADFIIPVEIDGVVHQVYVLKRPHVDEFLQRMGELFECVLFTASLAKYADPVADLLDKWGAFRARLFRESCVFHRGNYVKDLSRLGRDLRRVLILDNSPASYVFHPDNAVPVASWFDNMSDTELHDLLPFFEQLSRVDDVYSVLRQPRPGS
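assay system = SCP-1 phosphatase catalytic domain, residues 76-261 | buffer or medium = 50 mM Tris acetate pH 5.5, 0.005% Tween-20, 10 mM MgCl2 | incubation = enzyme reaction 45 min at room temperature, colour 5 min, stabilisation 30 min | signal = Phosphate-binding colour reagent, absorbance read at 630 nm | measure = % inhibition at 20 µM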
Active calls of the source: *; i = inactive; . = not tested or not shown.

SMILES | LMPTP block | NadD block | TbMetRS inhib | SUMO1 PPI mod | MsrA inhibitor | CSN deneddyl inh | STEP block | DNMT1 block | Rpn11 inh | Scp-1 inhibitor
Cc1ccc2sc(=O)[nH]c2c1 | -1.4 | -5.4 | -0.6 | -5.5 | 1.8 | 1.2 | -1.2 | -9.9 | i | -10.7
Fc1ccc(-c2nnc(-c3ccc4ccccc4c3)o2)cc1 | 1.2 | -11.1 | -0.1 | -18.6 | 0.5 | 3.7 | 7.6 | 7.4 | i | 2.6
CC(OC(=O)CSCC(=O)Nc1ccc(Cl)cc1)C(=O)N(C)Cc1ccccc1 (centres undefined) | 0.2 | -2.9 | -0.1 | 2.4 | -0.6 | -0.2 | 1.2 | -0.4 | i | -9.0
O=c1c2ccccc2[nH]c(=S)n1-c1cccc(S(=O)(=O)N2CCCC2)c1 | 0.4 | -2.5 | -0.7 | 4.4 | 3.8 | 1.3 | 0.7 | -1.5 | i | -1.2
CN1CCC(=NNC(=O)c2ccco2)CC1 | -2.8 | 6.4 | -0.2 | 0.2 | 1.1 | 5.5 | -1.2 | -1.5 | i | 1.1
CCCOC(=O)c1cccc(Nc2nc(-c3cccnc3)nc3ccccc23)c1 | 4.0 | -2.1 | -0.3 | 5.5 | 1.6 | -4.6 | -3.2 | -6.9 | i | -3.2
Cc1cccc(NC(=O)COC(=O)C2C3CC4OC(=O)C2C4C3)c1C (centres undefined) | -0.6 | -4.8 | -0.6 | 4.4 | -0.9 | -3.2 | -1.2 | 1.6 | i | -0.6
COc1ccc(N(C(=O)c2cccnc2)S(=O)(=O)c2ccc3c4c(cccc24)C(=O)N3C)cc1 | 1.0 | 4.5 | -0.5 | -13.7 | 0.5 | -7.9 | 2.1 | 8.3 | i | 3.3
Cn1c(C(=O)NCCOc2ccccc2Cl)cc(=O)n(C)c1=O | 0.5 | 0.2 | 1.0 | 1.2 | 0.1 | -1.8 | 2.5 | 0.6 | i | 0.6
CCOc1ccc2nc(SC(CC)C(=O)Nc3cc(C)on3)sc2c1 (centres undefined) | -0.5 | -3.2 | -1.0 | -1.9 | 0.4 | 3.3 | 3.7 | 0.1 | i | 0.5
O=C(Nc1ccccc1C(=O)N1CCOCC1)c1ccco1 | -1.1 | 10.0 | -0.8 | 0.4 | -0.2 | -1.9 | -0.3 | 5.1 | i | 2.9
COc1ccc(CN(CC2CCCO2)S(=O)(=O)c2ccc(C(=O)O)cc2)cc1OC (centres undefined) | -2.3 | 1.8 | -0.1 | -1.6 | -0.7 | 3.8 | -0.4 | 1.9 | i | 5.6
NC(=O)c1cccnc1 | -0.7 | 1.8 | 0.0 | -1.8 | -1.2 | 3.2 | -1.8 | 5.0 | i | -6.3
COCCCNC(=O)c1ccc([N+](=O)[O-])c(Cl)c1 | -1.4 | -7.1 | -0.5 | -7.4 | 0.8 | -12.2 | -2.5 | 8.5 | i | -5.3
COC(=O)c1cc(N=Cc2c(O)c3ccccc3oc2=O)cc(C(=O)OC)c1 | -1.1 | -2.7 | -1.6 | 2.7 | . | 1.7 | -1.9 | -0.5 | i | -3.5
Nn1c(SCC(=O)NCC2CCCO2)nnc1-c1ccco1 (centres undefined) | -1.5 | -3.1 | -0.4 | 5.1 | -0.7 | 4.4 | -2.8 | -4.6 | i | -10.2
CCOC(=O)[C@@H]1[C@H]2COc3cc(OC)ccc3[C@H]2N2C(=O)N(c3ccc(Cl)cc3)C(=O)[C@]12C | 1.4 | -14.3 | 0.3 | 2.1 | 1.5 | -0.8 | 0.4 | -3.1 | i | -17.6
CCOc1ccc(C(C)=O)cc1CSc1nnnn1-c1ccc(O)cc1 | -0.1 | -7.5 | -0.5 | -3.6 | -1.2 | -5.0 | -0.4 | -3.1 | i | -3.5
Cc1ccc(S(=O)(=O)NCC(=O)NCc2ccncc2)cc1 | -1.2 | 1.5 | 0.9 | 0.5 | -0.1 | -0.2 | -2.9 | -2.1 | i | -2.0
O=C(NCCN1CCCCC1)Nc1ccc(F)cc1 | -1.9 | 1.3 | -0.7 | 0.2 | 1.7 | 3.5 | -2.0 | -5.1 | i | -1.8
CCOC(=O)C1CCN(Cc2cn(C)nc2-c2ccc(Oc3ccccc3)cc2)CC1 | -1.5 | -4.6 | 1.2 | 0.1 | -0.9 | -2.7 | -1.4 | -3.6 | i | -6.5
CN(C(=O)c1cccc(NC(=O)Cc2cccc(NC(=O)C3CCN(C(=O)C4CCCCC4)CC3)c2)c1)C1CCC1 | -1.2 | 5.2 | -1.4 | -1.9 | 0.3 | 0.5 | -1.6 | 5.3 | i | -10.9
CCOc1ccc(NC(=O)CN(C)C(=O)c2cccnc2Sc2ccccc2Cl)cc1OCC | -0.6 | -4.4 | -0.5 | -1.4 | 0.7 | 1.4 | -1.9 | 0.2 | i | -4.0
CC(C)c1nnc(NC(=O)C2CCCN2C(=O)Nc2ccccc2)s1 (centres undefined) | -0.5 | -4.2 | -0.3 | 5.6 | 0.7 | 1.3 | 1.2 | 1.8 | i | -4.9
O=C(C1CCCN(S(=O)(=O)Cc2ccccc2)C1)N1CCc2ccccc21 (centres undefined) | -0.9 | -1.9 | -2.0 | 0.9 | 0.8 | -2.7 | 1.0 | -2.4 | i | -4.8
Next part.
SMILES | LMPTP block | NadD block | TbMetRS inhib | SUMO1 PPI mod | MsrA inhibitor | CSN deneddyl inh | STEP block | DNMT1 block | Rpn11 inh | Scp-1 inhibitor
O=C(CSc1nnc(-c2ccc(O)cc2)n1-c1ccccc1)CC(=O)Nc1ccccc1 | 0.0 | 17.5 | 0.2 | 5.3 | 0.7 | 4.6 | -1.8 | -8.5 | i | -0.9
COc1ccccc1CNC(=O)CCCc1cn(C)c2ccccc12 | 0.9 | -2.3 | 2.0 | 0.4 | -0.2 | 3.9 | 6.1 | -0.1 | i | -12.8
COc1ccc(OC(C)=O)c(C2c3cc(OC)c(OC)cc3CCN2C(C)=O)c1 (centres undefined) | -0.5 | 8.7 | 0.3 | -0.9 | -0.5 | -1.2 | -0.4 | 2.5 | i | -13.5
COc1cccc(NS(=O)(=O)c2c(C)nc3sccn3c2=O)c1 | -1.7 | -10.0 | -0.6 | 0.3 | 3.4 | -3.6 | -0.6 | 3.0 | i | -1.2
CC1(c2ccccc2Cl)NC(=O)N(CC(=O)NCCC2=CCCCC2)C1=O (centres undefined) | -0.9 | -3.0 | -0.1 | -0.9 | 1.2 | -8.7 | -3.8 | -1.1 | i | -14.6
COc1ccccc1C(=O)N1CCC(N2CCN(c3ccccc3)CC2)CC1 | -2.0 | -0.5 | 0.2 | 2.6 | 1.0 | 2.3 | -1.0 | -0.7 | i | -10.8
COc1ccc(-n2c(C)c(C(C)=O)c3cc(OC(C)=O)ccc32)cc1 | 0.7 | -3.8 | -0.5 | 2.7 | 0.9 | 3.2 | -2.1 | -6.6 | i | -10.3
O=C1NC(CCc2ccccc2)C(=O)N1CCOc1ccccc1 (centres undefined) | 0.2 | -0.5 | -4.4 | -0.8 | -0.2 | 4.9 | -0.4 | 0.7 | i | -3.0
O=C(N[C@@H](Cc1c[nH]c2ccccc12)C(=O)O)c1ccccc1Cl | -2.3 | -0.6 | -0.4 | 3.9 | -0.4 | 1.0 | -1.6 | -4.3 | i | -0.3
CC(=NNc1nc2ccccc2s1)c1ncccn1 | 1.1 | -3.6 | 0.1 | -9.1 | 1.6 | -1.1 | 0.4 | -0.8 | i | -7.6
O=C1CSC(c2ccccc2)N1Nc1nc(N2CCOCC2)nc(N2CCOCC2)n1 (centres undefined) | -0.6 | -2.1 | -0.5 | -1.2 | 1.0 | -7.8 | 0.3 | 1.6 | i | -3.4
NC(=O)c1ccccc1NC(=O)/C=C/c1cccc(Cl)c1 | 0.5 | 2.5 | -0.3 | -3.9 | 1.2 | -0.1 | -1.1 | -2.4 | i | -11.2
CCN(CC(=O)Nc1cccc(C(C)=O)c1)S(=O)(=O)c1ccc(OC)cc1 | -1.0 | -4.6 | -1.3 | 2.6 | 2.9 | -7.8 | 2.7 | -1.9 | i | 0.3
Cc1ccc(NC(=O)C2CCCN(c3ncccn3)C2)cc1F (centres undefined) | 0.1 | -4.9 | -0.6 | 1.8 | -1.4 | -1.8 | -2.0 | -0.8 | i | 0.2
CNc1ncnc2c1ncn2[C@H]1CN(Cc2cccc3ccccc23)C[C@@H](CO)O1 | -0.8 | 4.9 | -0.3 | -7.1 | -0.6 | -1.7 | 2.5 | -0.4 | i | .
O=C(NC1CCCC1)C(c1ccncc1)N(C(=O)Cc1cccs1)c1ccc(F)cc1 (centres undefined) | 0.6 | -8.1 | -0.1 | 9.7 | 0.0 | -1.1 | -1.4 | 0.9 | i | -9.8
O=C(CP(=O)(O)CC(=O)c1ccccc1)c1ccccc1 | -0.7 | 4.1 | 0.8 | 0.5 | 0.1 | -9.6 | -2.8 | -2.2 | i | 2.5
COc1ccc(-n2c(N)cc(=O)nc2SCC(=O)NC2CCCCC2)cc1 | 0.1 | -0.7 | -0.4 | 3.9 | -0.9 | -5.7 | -1.0 | 1.0 | i | 3.4
NC(=O)c1cccc(-c2ccnc3c2CC(C(=O)Nc2cccc(Oc4ccccc4)c2)O3)c1 (centres undefined) | 3.4 | 10.0 | -0.3 | 8.1 | . | 2.6 | -0.7 | -25.0 | i | .
CC1CCN(CCc2nc3cc(NC(=O)NC4CCCCC4)ccc3n2C)CC1 | -1.1 | -8.2 | -0.4 | -2.0 | -0.9 | -2.8 | -1.6 | 0.2 | i | -8.7
Cc1ccc(NC(=O)c2noc3c2CCCCC3)cc1 | 0.1 | -3.2 | -0.8 | 0.9 | -0.7 | -0.4 | -1.8 | -0.2 | i | -5.3

4 entries drawn at random from the list so far:
SMILES | LMPTP block | NadD block | TbMetRS inhib | SUMO1 PPI mod | MsrA inhibitor | CSN deneddyl inh | STEP block | DNMT1 block | Rpn11 inh | Scp-1 inhibitor
O=C(N[C@@H](Cc1c[nH]c2ccccc12)C(=O)O)c1ccccc1Cl | -2.3 | -0.6 | -0.4 | 3.9 | -0.4 | 1.0 | -1.6 | -4.3 | i | -0.3
CCN(CC(=O)Nc1cccc(C(C)=O)c1)S(=O)(=O)c1ccc(OC)cc1 | -1.0 | -4.6 | -1.3 | 2.6 | 2.9 | -7.8 | 2.7 | -1.9 | i | 0.3
O=C1NC(CCc2ccccc2)C(=O)N1CCOc1ccccc1 (centres undefined) | 0.2 | -0.5 | -4.4 | -0.8 | -0.2 | 4.9 | -0.4 | 0.7 | i | -3.0
O=C1CSC(c2ccccc2)N1Nc1nc(N2CCOCC2)nc(N2CCOCC2)n1 (centres undefined) | -0.6 | -2.1 | -0.5 | -1.2 | 1.0 | -7.8 | 0.3 | 1.6 | i | -3.4
